High-throughput results from PubChem.
MITF TRPM1 inh: MITF TRPM1 promoter inhibition in SK-MEL-5 cells. SK-MEL-5 TRPM1 promoter luciferase, 24 h. inhibition, % at 12.5 µM. actives 0.83% (n = 330,000). AID 488899;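 active means mean inhibition across replicates of 60% or more, whatever share of single replicates reaches that level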; further: values of inactives mirror those of a sister screen read the other way
TROY NFkB inh: TROY signaling inhibition; Q293 LMP1-TROYcd NF-kB luciferase reporter, 4 h; inhibition, % at 10 µM; actives 0.98% (n = 360,000);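 active means compounds whose plate-normalised and pattern-corrected inhibition of the luciferase reporter signal at the single screening dose is 50% or more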
NR2E3 ag-1: activates human photoreceptor nuclear receptor NR2E3. GST-NR2E3/biotin-RetCOR TR-FRET, 1536-well. inhibition of corepressor binding, % at 4.78 µM. actives 0.12% (n = 320,000). AID 2300;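 active means percent inhibition above the cutoff of mean plus 3 SD of all tested compounds, set per screening campaign, cut at about 20% in these data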;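 further: 0% = DMSO wells and 100% = biotin wells as full block of FRET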
Target sequence (Q9Y5X4 whole entry, looked up): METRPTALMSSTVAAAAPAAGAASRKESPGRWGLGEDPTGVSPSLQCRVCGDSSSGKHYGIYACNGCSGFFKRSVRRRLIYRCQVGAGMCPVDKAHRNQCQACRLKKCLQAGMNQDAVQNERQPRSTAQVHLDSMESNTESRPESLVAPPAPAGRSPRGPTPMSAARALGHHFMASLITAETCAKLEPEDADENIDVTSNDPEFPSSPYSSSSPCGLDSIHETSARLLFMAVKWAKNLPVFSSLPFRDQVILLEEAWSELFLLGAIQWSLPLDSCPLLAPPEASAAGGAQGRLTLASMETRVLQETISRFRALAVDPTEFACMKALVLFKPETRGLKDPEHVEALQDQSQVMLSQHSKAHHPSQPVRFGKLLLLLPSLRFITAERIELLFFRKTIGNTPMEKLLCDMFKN
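Format: 1536-well format; test system: GST-NR2E3 and biotin-RetCOR proteins; read-out basis: percent inhibition of TR-FRET ratio; timing: 5 h incubation at 4 °C; detection: time-resolved FRET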
TWEAK-Fn14 inh: TWEAK-Fn14 signaling inhibition; TWEAK-stimulated Fn14 reporter cells, luciferase luminescence, 8 h; inhibition, % at 10 µM; actives 2% (n = 360,000); AID 1159606; in the data active means inhibition above about 50%
Peg3 prom inh: Peg3 promoter activity inhibition | inhibition, % at 20 µM | actives 1.7% (n = 360,000) | HeLa PEG-Prom luciferase reporter, luminescence, overnight;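 active means inhibition of at least 50% at 20 µM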
HIF-2a block: inhibitors of HIF-2a; 786-0 RCC cells HIF-2a reporter, luciferase luminescence, overnight; inhibition, % at 18.8 µM; actives 0.72% (n = 360,000);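 active means inhibition of the luminescence signal of 40% or more relative to plate controls, in a single-dose primary screen at 18.75 µM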
Shn3 inh set2: inhibitors of Schnurri-3 3'UTR reporter in osteoblasts; Clone20 osteoblast Shn3 3'UTR firefly luciferase, 24 h; inhibition, % at 12.5 µM; actives 0.52% (n = 360,000);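 active means mean inhibition of at least 75% with every replicate also reaching 75%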;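 further: 0% = median of neutral control wells and 100% = pilot-screen positive control compound; some compounds past the cut are filed as inactive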
KKLEB cytotox: counter-screen for CF NF-kB inhibitors: cytotoxicity; AID 602141; activity change (cytotoxicity), % at 5 µM; actives 0.36% (n = 360,000); KKLEB CF airway cells viability, ATPlite luminescence, overnight; stronger effect = lower value; cells stimulated with P. aeruginosa culture filtrate;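 active means corrected activity change at or below -50% at 5 µM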
NR2E3 ag-2: human photoreceptor-specific nuclear receptor agonism; inhibition of corepressor binding, % at 3.98 µM; CHO-S Gal4-NCOR/VP16-NR2E3 two-hybrid, luciferase; actives 0.35% (n = 360,000); Q9Y5X4; AID 602229;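 active means inhibition above the mean of all tested compounds plus 3 SD, cut at about 70% in these data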;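 further: 0% = DMSO with NR2E3 transfected cells and 100% = cells lacking NR2E3 construct; higher means lower luciferase signal from less NR2E3 corepressor binding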
C8 TRAIL sens: sensitizes caspase-8 expressing cells to TRAIL; NB7+C8 cells + TRAIL, ATPlite viability luminescence; inhibition (viability loss, TRAIL sensitization), % at 10 µM; actives 1% (n = 360,000);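 active means compounds causing at least 50% loss of cell viability in the single-dose screen, relative to plate controls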
CF NFkB inh: cystic fibrosis NF-kB activation inhibition | KKLEB NF-kB-GFP reporter, PAF-induced, GFP fluorescence overnight | inhibition, % at 5 µM | actives 0.86% (n = 360,000) | AID 588850;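 active means at least 50% inhibition at 5 µM, scaled per plate between neutral and stimulator controls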;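 further: PAF is a Pseudomonas aeruginosa culture filtrate used as stimulus; plate controls were PAF-stimulated DMSO wells for no effect and unstimulated DMSO wells for full effect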
Numbers without * were called inactive; . = not tested or not shown.

Sample of the layout, two compounds:
SMILES	MITF TRPM1 inh	TROY NFkB inh	NR2E3 ag-1	TWEAK-Fn14 inh	Peg3 prom inh	HIF-2a block	Shn3 inh set2	KKLEB cytotox	NR2E3 ag-2	C8 TRAIL sens	CF NFkB inh
CC(=O)NS(=O)(=O)c1ccc(NC(=O)c2ccc(S(=O)(=O)N3CCCC3)cc2)cc1	6	-6	-2	-10	14	-1	17	-18	-20	-3	32
Cc1oc2nc(SCCCC(=O)NCCCO)nc(N)c2c1C	14	1	6	-5	3	10	-7	-3	-9	-3	8

Main list, from the start:
SMILES	MITF TRPM1 inh	TROY NFkB inh	NR2E3 ag-1	TWEAK-Fn14 inh	Peg3 prom inh	HIF-2a block	Shn3 inh set2	KKLEB cytotox	NR2E3 ag-2	C8 TRAIL sens	CF NFkB inh
CC(=O)NS(=O)(=O)c1ccc(NC(=O)c2ccc(S(=O)(=O)N3CCCC3)cc2)cc1	6	-6	-2	-10	14	-1	17	-18	-20	-3	32
Cc1oc2nc(SCCCC(=O)NCCCO)nc(N)c2c1C	14	1	6	-5	3	10	-7	-3	-9	-3	8
CC1(C(=O)Nc2ccc3c(c2)OCCO3)CCN1Cc1ccc2ccccc2c1 (stereo not drawn)	.	8	.	-3	11	-11	-6	3	31	-4	14
O=C(O)c1ccc(COc2ccc([N+](=O)[O-])cc2Cl)cc1	.	-58	.	-55	-159	-117	11	16	-73	1	-8
O=C(O)c1cccc(N2C(=S)N=C(Nc3ccccc3)C23CCCCC3)c1	8	-15	2	-8	-22	9	-14	1	-4	-6	1
CCc1cc(Br)ccc1N1C(=O)C2CC=CCC2C1=O (stereo not drawn)	6	9	-1	2	5	13	9	4	-22	2	10
CC1CCCN(C(=O)CCNC(=O)c2ccccc2Cl)C1 (stereo not drawn)	2	-38	-2	9	-10	-7	-9	12	-41	-3	8
CN(Cc1ccccc1)C(=O)[C@@H]1CCCN1C(=O)OC(C)(C)C	.	-2	.	10	.	0	.	.	14	0	.
CCN(CC)S(=O)(=O)c1ccc(N2CCOCC2)c(NC(=O)c2ccccc2F)c1	-17	3	0	-13	7	14	-2	-10	-14	-2	13
Cc1cc(C(=O)N/N=C/c2c(C)[nH]n(-c3ccccc3)c2=O)n[nH]1	9	2	-4	16	10	14	-14	12	11	47	-4
Cc1ccc(S(=O)(=O)N(C)C[C@@H]2Oc3c(NS(C)(=O)=O)cccc3C(=O)N([C@H](C)CO)C[C@@H]2C)cc1	-4	-1	.	-4	-6	7	9	6	7	2	-35
CCOc1ccc(Cl)cc1-c1cc(C(=O)Nc2ccc(C(C)C)cc2)[nH]n1	.	3	.	-12	-17	-12	16	-3	6	23	12
CCn1c(-c2ccc(C)cc2)n[nH]c1=S	15	4	2	0	18	0	8	5	10	1	-8
O=C(O)CCC(=O)N(Cc1cccnc1)Cc1cccc(F)c1	9	-10	0	11	5	7	-7	-4	-19	6	10
Cc1cccc(/C=N/NC(=O)c2cccc([N+](=O)[O-])c2)n1	-1	-34	7	-39	23	5	6	8	-5	4	-4
c1ccc(Sc2nc(N3CCCCC3)nc(N3CCCCC3)n2)nc1	2	-1	-1	0	27	19	19	-1	-4	-4	19
Cc1nc(C)c(C(=O)O)c(-c2cccs2)c1C(=O)O	13	-3	-1	8	-1	20	16	0	12	-3	0
O=C(Nc1cccc2cccnc12)c1cccc2ccccc12	-9	-38	-1	-12	-5	-204	-2	0	-20	19	-3
O=C(Cn1c(=O)c2cccn2c2cccnc21)N1CCN(c2ccccc2F)CC1	5	2	-2	-11	0	12	-5	7	-15	-21	-6
O=C(O)C1=CC2C=C(Cl)C=CC2OC1=O (stereo not drawn)	10	-11	.	-2	6	12	9	14	7	-13	-20
COc1ccc(OCCCC(=O)Oc2ccc(OC)cc2)cc1	8	2	3	-6	-1	1	-21	6	4	4	-31
CN(C(=O)c1ccc2c(c1)C(=O)N(CCC1=CCCCC1)C2=O)C1CCCCC1	1	-12	0	-41	1	-36	-1	-25	-16	18	39
O=C(OCCNc1ncc(C(F)(F)F)cc1Cl)c1ccc(S(=O)(=O)N2CCOCC2)cc1	-12	-4	-2	-9	4	-8	-16	9	-5	0	-12
Cc1ccc(-c2csc3nc(CN(C)Cc4ccccc4)[nH]c(=O)c23)cc1	-5	9	6	7	11	-7	0	3	9	6	11
CC1CCCCC12NC(=O)N(CC(=O)Nc1cccnc1)C2=O (stereo not drawn)	.	-4	.	3	-2	15	0	3	5	-2	-6
O=C(Nc1ccc(C(=O)O)cc1)/C(=C\c1ccccc1)NC(=O)c1ccco1	-2	-4	0	5	-5	9	-25	6	-10	-19	4
O=C(O)Cn1cnc2c(=S)nc[nH]c21	-13	3	-5	0	6	13	5	12	-2	-13	-1
COc1ccccc1N1CCN(C(=O)CSc2nnc(C)n2C2CC2)CC1	3	-20	.	14	-3	-7	-5	-8	8	-6	17
CC(=O)Nc1cccc(OCCCOc2ccc([N+](=O)[O-])cc2)c1	-24	-29	0	-32	-88	-127	22	-11	-4	-10	8
CCCc1cc(=O)oc2cc(C)cc(OCC(=O)Nc3ccccn3)c12	-10	-10	1	2	15	-11	-5	6	-4	1	-28

Fetched by structure from the list above, three records:
SMILES	MITF TRPM1 inh	TROY NFkB inh	NR2E3 ag-1	TWEAK-Fn14 inh	Peg3 prom inh	HIF-2a block	Shn3 inh set2	KKLEB cytotox	NR2E3 ag-2	C8 TRAIL sens	CF NFkB inh
CC(=O)Nc1cccc(OCCCOc2ccc([N+](=O)[O-])cc2)c1	-24	-29	0	-32	-88	-127	22	-11	-4	-10	8
COc1ccccc1N1CCN(C(=O)CSc2nnc(C)n2C2CC2)CC1	3	-20	.	14	-3	-7	-5	-8	8	-6	17
CC1CCCCC12NC(=O)N(CC(=O)Nc1cccnc1)C2=O (stereo not drawn)	.	-4	.	3	-2	15	0	3	5	-2	-6

Compound profiles, from the list above. Order of values: MITF TRPM1 inh, TROY NFkB inh, NR2E3 ag-1, TWEAK-Fn14 inh, Peg3 prom inh, HIF-2a block, Shn3 inh set2, KKLEB cytotox, NR2E3 ag-2, C8 TRAIL sens, CF NFkB inh
Cc1nc(C)c(C(=O)O)c(-c2cccs2)c1C(=O)O is listed with 13, -3, -1, 8, -1, 20, 16, 0, 12, -3, 0
CN(C(=O)c1ccc2c(c1)C(=O)N(CCC1=CCCCC1)C2=O)C1CCCCC1 is listed with 1, -12, 0, -41, 1, -36, -1, -25, -16, 18, 39
O=C(Cn1c(=O)c2cccn2c2cccnc21)N1CCN(c2ccccc2F)CC1 is listed with 5, 2, -2, -11, 0, 12, -5, 7, -15, -21, -6
O=C(O)C1=CC2C=C(Cl)C=CC2OC1=O (stereo not drawn) is listed with 10, -11, ., -2, 6, 12, 9, 14, 7, -13, -20

Remaining list, next part
SMILES	MITF TRPM1 inh	TROY NFkB inh	NR2E3 ag-1	TWEAK-Fn14 inh	Peg3 prom inh	HIF-2a block	Shn3 inh set2	KKLEB cytotox	NR2E3 ag-2	C8 TRAIL sens	CF NFkB inh
CCc1cc(C(=O)c2ccc(OC)cc2)c(NC(=O)CN2CCCC2)s1	11	15	0	-23	16	-3	12	-6	8	11	2
Cc1ccc(S(=O)(=O)N/N=C\c2ccc([N+](=O)[O-])o2)cc1C	-2	-13	3	-11	-4	-2	18	8	12	-13	-35
Cc1nc(NCc2ccc(S(N)(=O)=O)cc2)c2c(C)c(C)sc2n1	11	2	-1	-2	1	30	36	-11	-27	25	20
CC(=O)OC[C@H]1O[C@@H](n2ccc(=O)[nH]c2=S)C(OC(C)=O)C1OC(C)=O (stereo partly drawn)	0	-4	2	6	16	10	-13	-10	-4	-6	3
O=C1C2CC=CCC2C(=O)N1c1nccs1 (stereo not drawn)	2	6	.	3	3	9	-17	8	0	4	-22
CCn1c(SCc2ccc(Cl)cc2)nc2nc3c(cc2c1=O)CCCC3	-2	-4	2	-60	24	8	-18	-12	-17	-1	-9
CCOc1ccccc1NC(=O)CN(c1cc(C)cc(C)c1)S(=O)(=O)c1c(C)noc1C	0	-8	4	-7	-1	8	-5	-12	-17	2	6
COc1ccc(CC2(CO)CCN(S(=O)(=O)N(C)C)CC2)cc1	0	-1	2	-9	6	12	1	19	-2	2	14
CC(=O)Oc1ccc2c(c1)cc(C)n2C	-3	0	2	0	2	2	-11	0	14	-17	3
OC(CNCc1ccccc1)c1ccccc1 (stereo not drawn)	-9	2	0	0	-5	7	3	2	-8	10	4
Cc1cccnc1CC(C)NC(=O)c1cc(COc2cncc(Cl)c2)on1 (stereo not drawn)	-46	-35	-2	5	-101	-154	-30	0	-41	-3	6
COc1ccccc1N(C(=O)c1snc(C(N)=O)c1N)C(C(=O)NCc1ccccc1)c1ccc(C)o1 (stereo not drawn)	2	-5	.	42	26	23	11	-6	9	12	0
CC(=O)Nc1ccc(S(=O)(=O)Nc2cccc(-c3nc4ccccc4o3)c2)cc1	9	22	2	9	-5	-24	9	6	8	11	-7
CCOC(=O)c1c(NC(=O)CSc2nc3ccccc3o2)sc(C)c1C	-7	-8	3	-13	-39	-97	22	-6	-10	-11	10
Cc1cc2nc(-c3ccc[nH]c3=O)[nH]c2cc1C	39	26	-1	83*	40	35	19	-22	-123	90*	-15
CC1(C)CC(=O)C(C(=O)/C=C/c2ccco2)C(=O)C1	20	5	-1	3	-8	1	7	-10	-32	6	4
Cc1cccc(NC(=O)c2nc(-c3ccccc3)n(-c3ccccc3)n2)c1C	-6	-2	1	9	10	0	3	-5	-10	1	3
O=C(Nc1ccc2c(c1)OCCO2)C1CC1c1ccccc1 (stereo not drawn)	-14	-15	3	19	-227	-134	-36	4	-25	6	-14
Cc1cc(C)cc(NC(=O)C2CCN(S(=O)(=O)c3ccc4c(c3)NC(=O)C(C)S4)CC2)c1 (stereo not drawn)	1	26	1	-2	42	10	10	0	6	-2	16
COc1ccc(/C=N\Nc2ccc([N+](=O)[O-])cc2)c(C(=O)O)c1OC	-7	20	1	-6	0	11	-11	5	-9	-10	5
COc1ccccc1NCC(=O)NNC(C)C(=O)Nc1cccc(Cl)c1 (stereo not drawn)	1	5	1	8	24	20	-13	-12	-5	-7	9

Not all compounds are listed; rates above refer to the full screens.
